GPR7 antag: antagonists of human GPR7 (neuropeptides B/W receptor 1) | GPR7-expressing cells, fluorescence antagonist assay | P48145 | 290,000 tested, 1.1% active | AID 1861 | inhibition, % at 4.4 µM; in the data active means inhibition above about 16%, passing the limit was not always enough;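 further: cells stimulated with the agonist NPW; 0% = agonist with vehicle and 100% = vehicle without agonist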
Target sequence (P48145 whole entry, looked up): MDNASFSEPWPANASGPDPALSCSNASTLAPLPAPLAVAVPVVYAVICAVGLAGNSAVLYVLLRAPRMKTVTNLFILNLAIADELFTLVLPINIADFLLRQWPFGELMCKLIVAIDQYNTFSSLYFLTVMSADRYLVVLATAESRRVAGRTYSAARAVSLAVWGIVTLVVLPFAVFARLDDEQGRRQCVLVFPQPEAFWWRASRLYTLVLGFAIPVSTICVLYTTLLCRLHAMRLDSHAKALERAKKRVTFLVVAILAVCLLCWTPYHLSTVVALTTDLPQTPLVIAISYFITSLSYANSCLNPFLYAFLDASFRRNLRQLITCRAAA
MEKK2 WT-MEK5: raises or lowers MEK5 binding to wildtype human MEKK2 PB1 domain | Q9Y2U5 | binding response (% of control), % at 10 µM | AID 1531 | 290,000 tested, 1.1% active | bead flow cytometry, Alexa488-MEK5 binding to MEKK2 WT; actives lie on both sides; in the data active means binding response below about 67% or above about 130%
OXTR agonist: agonists of human oxytocin receptor; CHO-OTR cells, Fluo-8 calcium fluorescence; normalized: DMSO 0%, oxytocin 100%; P30559; 320,000 tested, 0.32% active; activation, % at 3 µM;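 active means activation above the mean of all tested compounds plus 3 SD, cutoff set per screening run, cut at about 20% in these data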;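 further: peak over basal fluorescence ratio from a 100 s FLIPR kinetic read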
Target sequence (P30559 whole entry, looked up): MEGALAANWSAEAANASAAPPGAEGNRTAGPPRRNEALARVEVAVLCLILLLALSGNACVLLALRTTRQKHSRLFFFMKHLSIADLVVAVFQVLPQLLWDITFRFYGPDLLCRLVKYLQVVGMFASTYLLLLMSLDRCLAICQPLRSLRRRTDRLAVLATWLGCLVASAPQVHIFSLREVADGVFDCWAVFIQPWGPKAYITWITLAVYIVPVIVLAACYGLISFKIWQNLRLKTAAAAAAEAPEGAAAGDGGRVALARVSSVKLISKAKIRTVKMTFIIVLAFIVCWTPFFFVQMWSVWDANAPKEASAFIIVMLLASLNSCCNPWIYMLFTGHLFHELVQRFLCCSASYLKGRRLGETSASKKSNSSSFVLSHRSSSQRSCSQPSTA
PHOSPHO1 block: inhibitors of human PHOSPHO1 phosphatase; AID 1565; Q8TCT1; inhibition, % at 13.3 µM; 290,000 tested, 1.1% active; recombinant PHOSPHO1, absorbance phosphatase assay; in the data active means inhibition above about 60%
Target sequence (Q8TCT1 whole entry, looked up): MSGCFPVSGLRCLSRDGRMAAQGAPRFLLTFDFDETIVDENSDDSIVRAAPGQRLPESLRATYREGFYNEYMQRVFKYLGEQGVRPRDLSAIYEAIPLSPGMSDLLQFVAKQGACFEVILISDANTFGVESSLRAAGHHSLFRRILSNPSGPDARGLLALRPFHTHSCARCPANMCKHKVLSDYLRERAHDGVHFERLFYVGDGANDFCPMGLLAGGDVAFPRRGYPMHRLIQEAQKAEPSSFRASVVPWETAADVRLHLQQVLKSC
MEKK3 PB1 HTS: MEKK3-MEK5 PB1 interaction, increase or decrease; Q99759; bead-based flow cytometry, Alexa488-MEK5 binding to MEKK3; actives lie on both sides; 0 = blocked by unlabeled MEK5, 100 = vehicle; binding response (% of control), % at 10 µM; 290,000 tested, 1.4% active;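 active means binding response more than 3 SD above or below the average of its plate-row segment, actives on both sides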;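 further: Alexa488 bead fluorescence after subtracting the streptavidin-only scavenger bead signal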
FID counter: counter-screen for HCV NS3 helicase inhibitors: DNA intercalator displacement; DNA fluorescent intercalator displacement, fluorescence; inhibition, % at 7.9 µM; 290,000 tested, 0.17% active; AID 1845; in the data active means inhibition above about 37%;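 further: 0% = vehicle and 100% = reference compound; higher means more ethidium bromide displaced from hairpin DNA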
MEKK2 mut-MEK5: signal of MEK5 binding to mutant human MEKK2 PB1 domain; percent response, % at 10 µM; 290,000 tested, 0.35% active; bead flow cytometry, Alexa488-MEK5 binding to MEKK2 mutant; in the data active means percent response above about 24%, passing the limit was not always enough; further: inactives centre near 1; some results filed as inactive read as strong as hits; reference of the scale not given here
NALP1 yeast inh: inhibitors of NALP1 inflammasome in yeast; S. cerevisiae NALP1/ASC/caspase-1 growth, X-gal OD620, 72 h; inhibition, % at 10 µM; 280,000 tested, 0.61% active; AID 2071; in the data active means inhibition mostly above about 24%, no sharp cut-off; inactive means mostly below about 32%; further: some compounds called inactive have numbers as strong as hits
M18AAP inhibitor: blocks P. falciparum M18 aspartyl aminopeptidase. recombinant PfM18AAP, H-Glu-NHMec fluorogenic cleavage. inhibition, % at 7.35 µM. 290,000 tested, 1.2% active. AID 1822;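 active means inhibition above the campaign mean inhibition over all tested compounds plus 3 SD, cut at about 28% in these data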;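 further: 0% = plate median of test compound wells and 100% = 2 mM ZnCl2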
* marks the source's active call; other numbers are inactive results; · = not tested or not shown. The order is random; about 6.2% have a hit in one of these screens.

SMILES	GPR7 antag	MEKK2 WT-MEK5	OXTR agonist	PHOSPHO1 block	MEKK3 PB1 HTS	FID counter	MEKK2 mut-MEK5	NALP1 yeast inh	M18AAP inhibitor
COc1c(Cl)ccc(Cl)c1C(=O)NC(=O)Nc1nc(C)cc(C)n1	-5	106	-1.2	27	103	-27	10	-7	6
COC(=O)c1ccc(C23CC4(C2)[C@H](CN(Cc2ccc(-c5ccccc5)cc2)[C@@H]4c2ccccc2)C3c2ccc(C(F)(F)F)cc2)cc1 (some centres not stated)	·	112	-0.6	31	110	·	3	·	·
CCN1C(=O)[C@@H]2Cc3c([nH]c4ccccc34)C(c3ccc(OC)cc3)N2C1=S (some centres not stated)	-2	91	1.7	14	96	-25	-1	2	4
CCc1cccc(NC(=O)Cc2cn(C)c3ccccc23)c1	-3	98	-1.4	33	97	-14	-2	9	1
CC(C)C[C@H](NC(=O)Nc1cccc(Cl)c1)C(=O)O	-14	94	-0.8	12	94	3	0	15	2
O=C(O)c1ccc(/C=N/NC(=O)c2ccc(NS(=O)(=O)c3cccs3)cc2)cc1	0	93	-0.2	-8	96	-10	-3	11	-10
CN(Cc1ccccc1)C(=O)COC(=O)c1cncc(Br)c1	1	93	-0.1	8	104	-12	-10	0	-3
Cc1c(N=C2N=C(NC(=O)c3ccc(F)cc3)c3ccccc32)c(=O)n(-c2ccccc2)n1C	-11	88	1.8	21	101	-2	-3	-9	1
O=S(=O)(NC(=S)Nc1ccccc1)c1ccc(F)cc1	-9	95	0.9	-122	95	-3	-5	-1	3
Cc1cccc(C)c1NC(=O)CN1C(=O)S/C(=C\c2cccn2-c2cccc(C(=O)O)c2)C1=O	-16	100	-0.5	35	99	-19	-1	-4	11
COC(=O)c1ccc(C2C(Oc3ccc(OC)cc3)C(=O)N2CCc2ccc(OC)c(OC)c2)cc1 (configuration not stated)	-3	109	0.5	-22	157*	-7	1	13	-6
COc1c(C)cc(Br)cc1C(=O)Nc1ccc(N2CCN(S(C)(=O)=O)CC2)cc1	-17	100	0.0	4	100	-16	4	3	0
CCn1c(SCC(=O)Nc2ccc(N(C)C)cc2)nnc1-c1cccc(C)c1	-5	102	-2.1	79*	102	-21	3	18	12
CC(=O)CCc1ccc(OCCCOc2cccc3cccnc23)cc1	-14	110	7.2	45	106	-29	12	-11	-2
O=C(Nc1cccc(S(=O)(=O)NC2=NCCC2)c1)C1CCCCC1	-23	103	-0.3	32	103	-5	12	2	0
CCOC(=O)c1c(C)[nH]c(C(=O)CSc2nnnn2-c2ccccc2)c1C	-10	99	-0.4	-1	97	-1	1	-9	-2
O=C(c1ccc(Oc2ccccc2)cc1)c1nc2c(n1O)CCCC2	-8	107	0.2	23	107	-3	5	0	5
O=C1c2ccccc2CN1CCNS(=O)(=O)c1ccc2ccccc2c1	-6	105	-0.7	42	98	-14	6	7	-2
COCCSc1nnc(NC(=O)c2ccc(NC(C)=O)cc2)s1	4	90	2.3	28	99	-4	-5	13	-11
O=C(COc1ccc(Cl)cc1)N(Cc1cccs1)C1CCS(=O)(=O)C1 (configuration not stated)	14	103	0.8	33	101	-34	0	9	-5
O=C(O)CSc1nnnn1C1CCCCC1	-8	95	0.7	32	100	4	-7	14	-11
CCCCCc1nc2c(C#N)c(-c3ccc(Cl)cc3)ccn2n1	-7	96	-1.1	22	91	-4	0	-3	3
CC(C)c1nnc(NC(=O)CCN2C(=O)c3ccccc3C2=O)s1	-17	110	-0.6	-33	110	-8	9	-11	-3
NC(=O)c1ccc(NC(=O)CN2CCOCC2)cc1	0	106	0.5	-16	104	-5	2	22	-25
S=c1[nH]nc(-c2ccc3ccccc3n2)n1-c1ccc(Cl)cc1	-8	112	-1.8	1	101	-16	9	9	3
CCOC(=O)c1ccc(NC(=S)Nc2ccc(Cl)cn2)cc1	-22	97	-1.1	18	102	-3	0	-12	-2
COc1cc2ncnc(NCCc3ccccc3)c2cc1OC	-8	110	7.3	8	108	8	1	24	3
O=C1CCc2cc(S(=O)(=O)NC(C(=O)N3CCN(c4ccccn4)CC3)c3ccccc3)ccc2N1 (configuration not stated)	-9	96	0.0	3	101	-24	-10	11	1
CCOc1ccc2[nH]c(=O)c(CN(CCO)C(=O)c3ccccc3F)cc2c1	-3	107	0.2	7	104	-16	3	15	6
O=[N+]([O-])c1ccc(N2CCN(S(=O)(=O)c3ccccc3[N+](=O)[O-])CC2)cc1NCc1cccnc1	-2	100	0.4	-9	104	2	0	15	2
COc1ccccc1C(=O)N1N=C(c2ccc(NS(C)(=O)=O)cc2)CC1c1cccs1 (configuration not stated)	25	97	-1.8	-2	96	-23	-2	16	0
COc1ccc(OC)c2[nH]c(C(=O)N/N=C/c3ccccc3O)cc12	14	95	1.3	14	100	-14	-2	-37	-7
CCOc1ccccc1NC(=O)CCC(=O)Nc1ccc2nc(N3CCN(C)CC3)cc(C)c2c1	-6	·	-0.5	10	·	28	·	9	10
c1ccc(CN=C2NN=C(c3ccccc3)CS2)cc1	-4	96	0.0	-86	106	3	-3	-20	9
CC(C)CN1CCN(Cc2cccn2-c2ccc(Cl)cn2)CC1CCO (configuration not stated)	15	99	0.5	48	103	5	9	-2	3
Cc1nc2ccccc2c(=O)n1NC(=O)c1ccc(Cl)cc1	3	106	-0.4	0	107	-6	12	-7	-13
CC(=O)Nc1ccc(S(=O)(=O)N2CCN(Cc3cccnc3)CC2)cc1	-3	99	1.1	-15	88	6	-4	12	20
CCOC(=O)COc1ccc(C(=O)CC)cc1OC	-8	98	-0.1	-11	96	-4	-2	21	-9
O=C(c1ccccc1)C(CCC(CN1CCOCC1)C(=O)c1ccccc1)CN1CCOCC1 (configuration not stated)	27	117	-1.2	11	117	-1	14	-3	-23
Cc1cc(C)n(-c2ccc(C(=O)OCC(=O)Nc3ccc([N+](=O)[O-])cc3)cc2)n1	8	102	6.4	6	105	-4	4	24	-12
CCOC(=O)c1c(NC(=O)c2ccno2)c2cc([N+](=O)[O-])ccc2n1C	-7	100	-1.1	33	102	-2	5	2	2
CC(OC(=O)CN1C(=O)C2C3C=CC(C4CC34)C2C1=O)C(=O)c1ccccc1 (configuration not stated)	-15	105	1.1	36	103	-31	15	-10	4
COc1ccc(OC)c(S(=O)(=O)N2CCC(C(=O)NCc3ccccc3)CC2)c1	-2	109	-0.9	10	103	-13	1	9	-7
C=CCn1c(Cc2cccs2)nnc1SCC(=O)Nc1ccc(OC)cc1	7	96	-0.1	27	101	-18	-4	4	3
CCc1ccc(CN(C)C(=O)CCc2nc3ccccc3n(-c3ccc(OC)cc3)c2=O)cc1	-6	71	-0.5	46	82	-10	-17	15	-11

Brought forward from above: 2 entries, followed by the next part.
SMILES	GPR7 antag	MEKK2 WT-MEK5	OXTR agonist	PHOSPHO1 block	MEKK3 PB1 HTS	FID counter	MEKK2 mut-MEK5	NALP1 yeast inh	M18AAP inhibitor
C=CCn1c(Cc2cccs2)nnc1SCC(=O)Nc1ccc(OC)cc1	7	96	-0.1	27	101	-18	-4	4	3
CCc1ccc(CN(C)C(=O)CCc2nc3ccccc3n(-c3ccc(OC)cc3)c2=O)cc1	-6	71	-0.5	46	82	-10	-17	15	-11
CCCN1Cc2cccc(C(=O)Nc3cc(OC)cc(OC)c3)c2C1=O	-7	93	-2.0	26	97	-5	-4	14	-3
O=C(C1CC(=O)N(C2CCCCC2)C1)N1CCc2ccccc21 (configuration not stated)	-3	84	-0.2	-7	99	-22	-13	6	3
COc1ccc(OC)c(-c2csc(NC(=O)c3ccc(F)cc3)n2)c1	-10	113	-0.9	34	102	-10	3	5	3
O=C(C1CCCCC1)N(Cc1nc2sc3c(c2c(=O)[nH]1)CCCC3)Cc1cccs1	-6	98	-1.1	15	100	-7	-1	11	0
CCN(CC)CCC(=O)c1ccc(F)cc1	5	90	0.5	12	102	0	-8	-13	1
CCOC(=O)CCCNC(=O)COC(=O)/C=C/c1ccc2c(c1)OCO2	-7	92	0.6	20	99	-9	-6	19	0
Cn1c(=O)c2c(nc(CN3CCN(c4ccccc4)CC3)n2Cc2c(F)cccc2Cl)n(C)c1=O	-11	101	-2.0	9	106	-2	0	-2	-13
CCOC(=O)c1ccc(COC(=O)CCc2nc(-c3ccccc3)c(-c3ccccc3)o2)cc1	-13	132	2.3	0	111	-13	1	29	3
O=C(NCc1ccccc1)[C@@H]1CSC2c3ccccc3C(=O)N21 (some centres not stated)	-6	101	0.2	3	103	-17	-3	6	-11
COc1ccc(C(=O)CC(=O)c2ccc(OC)cc2)cc1	5	103	-1.1	·	103	-3	4	9	-15
Cc1ccc(-n2nnnc2SCC(=O)N2CCCCC2)cc1	8	96	-0.3	-29	93	-9	-2	7	6
CCn1c2ccccc2c2cc(NC(=O)C(=O)NCC3CCCO3)ccc21 (configuration not stated)	-7	91	-1.3	33	107	10	4	4	-6
C=CCn1c(SCC(=O)N(C)C)nc2cc(C(=O)O)ccc2c1=O	-17	106	1.4	28	114	-2	3	27	4
CCCCOc1ccc(NC(=O)CN2CCN(Cc3ccccc3)CC2)cc1	-10	104	0.4	·	101	16	5	9	5
CCOC(=O)C1=C(CC)Nc2ccccc2N=C1NC(=O)c1cccc(S(=O)(=O)N2CCCC2)c1	-9	106	-2.4	19	107	-18	7	18	5
Cc1c(C(=O)Nc2cccc(Cl)c2)c2ccccn2c1CCc1ccncc1	10	112	·	-21	95	-15	5	26	5
CCC(=O)Nc1cc2nn(-c3ccccc3)nc2cc1Cl	-1	108	-0.8	18	106	1	4	26	1
C=CCn1c(NCc2ccc(OC)cc2O)nc2ccccc21	13	108	1.5	·	101	0	3	-7	-1
CC(C)Oc1ccc(/C(O)=C2/C(=O)C(=O)N(Cc3cccnc3)C2c2ccco2)cc1 (configuration not stated)	-10	115	-0.5	50	113	-27	6	-4	5
CC(C)(C)N1CC(C(=O)Nc2cccc(Cl)c2Cl)CC1=O (configuration not stated)	-11	109	0.3	·	108	-6	5	-14	-1
COc1ccc(OC)c(C(=O)CSc2nnc(-c3cccs3)o2)c1	-5	98	0.7	32	103	-2	3	-4	0
COc1ccc(CSCCN)cc1Cl	5	106	2.5	-3	105	6	4	12	-1
COc1ccc(S(=O)(=O)N(C)CC(=O)N2CCC(C)CC2)cc1Cl	4	100	1.0	0	101	-22	6	17	-3
O[C@@H]1CN(Cc2ccc(-n3cccn3)cc2)CC[C@H]1N1CCN(c2ccccc2F)CC1	1	108	10	8	106	6	3	30	-11
COCCCn1c(CCC(=O)O)ccc1-c1cccs1	-8	106	-0.1	7	106	-19	14	17	-1
O=C(CSc1nc(CCC2CCCC2)nc2ccccc12)NCc1ccc2c(c1)OCO2	-1	95	-0.5	-4	98	-9	-2	20	1
CC(C)COC(=O)NCCCOC(=O)Nc1ccccc1	-8	110	0.1	13	105	-8	7	-5	2
CC1(C)CC(=O)C2=C(C1)NC(=O)NC2c1ccc(Cl)cc1 (configuration not stated)	-11	101	-0.8	37	101	-10	-3	8	-7
COc1cc(/C=N\NC(=O)c2ccc(Cl)cc2)ccc1Oc1ccc([N+](=O)[O-])cn1	-15	97	-0.4	-3	102	-11	-4	1	2
CCOC(=O)Cn1nnnc1CN(Cc1cccs1)Cc1cc2cc(C)ccc2[nH]c1=O	-16	108	-0.5	19	113	-40	7	11	0
Cc1ccc(S(=O)(=O)N(C)CC(=O)Nc2ccc3c(c2)OCO3)cc1	-11	96	0.2	-14	98	-12	-1	4	-1

Laid out differently: 3 of the compounds above
Structure,GPR7 antag,MEKK2 WT-MEK5,OXTR agonist,PHOSPHO1 block,MEKK3 PB1 HTS,FID counter,MEKK2 mut-MEK5,NALP1 yeast inh,M18AAP inhibitor
CCCCCc1nc2c(C#N)c(-c3ccc(Cl)cc3)ccn2n1,-7,96,-1.1,22,91,-4,0,-3,3
CC(C)c1nnc(NC(=O)CCN2C(=O)c3ccccc3C2=O)s1,-17,110,-0.6,-33,110,-8,9,-11,-3
NC(=O)c1ccc(NC(=O)CN2CCOCC2)cc1,0,106,0.5,-16,104,-5,2,22,-25

Compound activity as filed in PubChem.
